Bioassay records (PubChem BioAssay)
Htt clearance – clearance of mutant huntingtin inclusions, primary screen, imaging, HeLa Exon1htt(103Q)mCFP, confocal imaging | aggregate imaging; zero = plate's median compound well | inhibition, % at 1.5 µM | 0.42% of 47,000 active | AID 853, 2007;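 active = inhibition of aggregate fluorescence above about 70%, also judged a hit by eye on the cell image, limit read from the data, passing the limit was not always enough; inconclusive = no rule stated for this call; inactive = not judged a hit on image review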;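 also: cells exposed to compound for three days before fixation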
Htt clearance grain fraction – recorded beside Htt clearance, whose call it bears; fraction fluorescence in grains; measured here: aggregate grain fluorescence fraction; active compounds read low;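 scaled fraction of total cell fluorescence in grains with unit not stated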
Numbers without * were called inactive; ? = inconclusive; . = not tested or not shown. Not all compounds are listed; rates above refer to the full screens.

Htt clearance	Htt clearance grain fraction	SMILES
-38	56	O=C(NCCCN1CCOCC1)c1cc(-c2ccc(Br)cc2)on1
44	10	CN(C)c1ncnc2c1ncn2C1OC(CO)C(O)C1O (stereo not given)
-42	30	CC1CC(=O)c2cnc(NCC3CCCO3)nc2C1 (stereo not given)
-9	21	O=C(O)C1C2C=CC3(O2)C1C(=O)N1c2ccccc2COC13 (stereo not given)
-24	21	O=C(c1cccc(S(=O)(=O)N2CCOCC2)c1)N1CCCc2ccccc21
5	36	O=C1CCC(=O)N1c1ccccc1-c1ccccc1
27	12	Cc1nc(N2CCN(c3ncccn3)CC2)c2oc3ccccc3c2n1
14	30	Cc1cc(C)c(C#N)c(SCS(=O)Cc2ccc(Cl)cc2)n1 (stereo not given)
70	5.6	O=C(COc1ccccc1Cl)N1CCN(c2ccc(F)cc2)CC1
16	17	O=C(CN1CCN(S(=O)(=O)c2ccc(F)cc2)CC1)Nc1cc(C(F)(F)F)ccc1Cl
-80	64	COCCNC(=O)c1c(NC(=O)c2nc(SC)ncc2Cl)sc2c1CCCC2
-25	40	CCC(=O)N1CCc2cc(S(=O)(=O)NC(Cc3ccccc3)C(=O)NC3CCCC3)ccc21 (stereo not given)
-9	36	CC(C)c1nc2oc3c(NCC4CCCO4)ncnc3c2c2c1COC(C)(C)C2 (stereo not given)
42	23	CCCCc1nc(SCC(=O)Nc2cc(C)on2)n[nH]1
-6	39	O=C(NCCCN1CCOCC1)C1CC(=O)N(C2CCCCC2)C1 (stereo not given)
8	19	CCS(=O)(=O)N1CCC(C(=O)NCC2CCCO2)CC1 (stereo not given)
43	12	COC(=O)C1C2C=CC3(CN(Cc4ccco4)C(=O)C13)O2 (stereo not given)
1	21	CCCS(=O)(=O)N1CCCC(C(=O)NCCCN(Cc2ccccc2)C(C)C)C1 (stereo not given)
7	42	CCN(Cc1ccccc1)C(=O)c1cc2c(=O)oc3ccc(C)cc3c2s1
-5	36	COc1cc(-c2nc(Cc3c(F)cccc3Cl)no2)cc(OC)c1OC
7	22	Cc1ccc(NC(=O)CCC(=O)c2cccs2)cc1
23	26	O=C(NCC1CCCCC1)C1CCCN(C(=O)NC2CCCCC2)C1 (stereo not given)
-55	32	O=C1C=C(O)CC(c2ccc(Cl)cc2)C1 (stereo not given)
7	37	CC(C)Nc1nc(NC(C)(C)C)nc(Oc2ccc(=O)n(-c3ccccc3)n2)n1
-7	20	O=C(OCc1ccccc1)Oc1cncc(C(=O)O)c1

(listing goes on)
Htt clearance	Htt clearance grain fraction	SMILES
-47	25	O=S(=O)(CCc1nc2ccccc2o1)c1ccc(Cl)c(Cl)c1
-4	21	O=C(CSc1nc2ncccc2[nH]1)NCc1ccccc1
9	36	COc1ccc(NC(=O)c2sc(SCc3ccccc3)nc2N)cc1
34	24	O=C(O)CCCCCN=C1CCc2ccccc2N1
-62	31	CN(C)/C=C1\N=C(c2ccc3c(c2)OCO3)OC1=O
23	15	COc1c(C)cc(Br)cc1C(=O)Nc1cccc(NC(=O)c2ccco2)c1
-4	20	CCOC(=O)C1(C)NC(c2ccc(OC)cc2OC)C2C(=O)N(c3cccc(OC)c3)C(=O)C21 (stereo not given)
17	17	O=C1c2ccccc2S(=O)(=O)N1CC(O)COc1ccc(Br)cc1 (stereo not given)
68	11	Cc1cc(NC(=O)CSc2ccc3nnc(-c4ccccn4)n3n2)no1
-3	35	O=C(c1ccc2c(c1)OCCO2)C1CCN(S(=O)(=O)c2cccc(F)c2)CC1
25	15	CC(=O)C(=Nc1ccc(Cl)cc1Cl)NNc1cccc(Cl)c1
-158	51	Cc1c(C(=O)NCCN2CCOCC2)sc2nc(-c3ccc(F)cc3)cn12
-19	48	O=C(NCc1ccccc1)c1noc2c1CCCCC2
-13	22	O=C(CN1CCN(C(=O)c2ccco2)CC1)Nc1ccc2c(c1)OCO2
-9	20	Cc1cccc(N(CC(N)=O)C2SC(=O)NC2=O)c1 (stereo not given)
-36	29	CCOC(=O)c1cnc(SCC(=O)N2CCc3ccccc32)nc1N
20	16	COc1ccc(-c2nnn(CCc3nn[nH]n3)n2)cc1
-69	34	Cc1c(C(=O)O)[nH]c2c1C(=O)CC(c1ccc(Cl)cc1)C2 (stereo not given)
-2	24	CCCCSc1nnc(NC(=O)CCc2ccccc2)s1
16	33	Cc1ccc2cc(CN(CC3CCCO3)S(=O)(=O)c3c(C)ccc4nsnc34)c(=O)[nH]c2c1 (stereo not given)
-50	26	O=C(COc1ccc(S(=O)(=O)N2CCCCC2)cc1)N1CCCCCC1
38	29	O=C1c2ccccc2C(Nc2ccccc2)N1c1cccnc1 (stereo not given)
5	32	COc1ccc(Br)c(C(=O)Nn2c(C)nc3ccccc3c2=O)c1
43	12	CCCc1[nH]nc2c1C(c1ccccc1OC)C(C#N)=C(N)O2 (stereo not given)
-154	85	Cn1cc(S(=O)(=O)N2CCN(c3cccc(C(F)(F)F)c3)CC2)c(=O)n(C)c1=O

Later entries:
Htt clearance	Htt clearance grain fraction	SMILES
4	35	O=C(OCCN1CCCCC1)c1ccccc1Cl
-13	21	O=C(Cn1cnc2ccccc2c1=O)NCCC(=O)N1CCN(Cc2ccccc2)CC1
-1	38	CC(C)C(NC(=O)CC12CC3CC(CC(C3)C1)C2)C(=O)O (stereo not given)
-43	55	Cc1ccc(Oc2nc(-c3ccccc3)ncc2S(C)(=O)=O)cc1
31	14	N#Cc1ccccc1Cn1cc(C#N)c2ccccc21
-13	21	Cc1[nH]c2ccccc2c1Cc1n[nH]c(=S)n1C
-9	23	COc1cc(NC(=O)C2CCN(S(=O)(=O)c3cccc4nonc34)CC2)cc(OC)c1
-38	55	COc1cccc(NC(=O)COC(=O)CCCc2c[nH]c3ccccc23)c1
14	34	CCOC(=O)N1CCC(NC(=O)c2sc(-n3cccc3)nc2C)CC1
44	12	CCCn1nnc(NC(=O)c2cc3ccccc3o2)n1
54	8.7	O=C(NCc1cccs1)c1ccc(Cl)s1
-6	37	CCCCc1nc(N2CCOCC2)c(C#N)c2c1CCCC2
10	20	N#C/C(=C(/O)CN1C(=O)c2ccccc2C1=O)c1nc2ccccc2[nH]1
-3	21	CC(C)CN(CC(C)C)S(=O)(=O)N1CCC(C(=O)NCCN2CCOCC2)CC1
-27	26	COc1ccc2[nH]cc(C(O)CN3CCN(c4ccccc4)CC3)c2c1 (stereo not given)
-23	24	Cc1ccc(C(C)NC(=O)c2ccco2)cc1 (stereo not given)
-66	29	CCN=C(NCC)SC1CC(=O)N(c2ccccc2)C1=O (stereo not given)
32	27	Cc1cc(C)cc(N2CCN(C(=O)N3CCOCC3)CC2)c1
-3	19	CC1CCCN(S(=O)(=O)c2ccc(NC(=O)c3cccc(-n4cnnn4)c3)cc2)C1 (stereo not given)
-25	22	CCOC(=O)N1CCN(C(=O)C2CC(c3ccccc3OC)=NO2)CC1 (stereo not given)
-17	54	CC(NS(=O)(=O)c1ccc(CCC(=O)N2CCN(C)CC2)cc1)c1ccccc1 (stereo not given)
33	13	O=C(CN1CCN(c2ccc(F)cc2)CC1)Nc1ccc(-n2cnnn2)cc1
-2	35	CSc1nncn1/N=C/c1cc(Cl)ccc1F
2	33	CCn1cc(S(=O)(=O)CC(=O)NC2CCCCC2)c2ccccc21
-44	56	Cc1ccnc(NC(=O)CCC(=O)N(CC(=O)NCC2CCCO2)Cc2ccc(F)cc2)c1 (stereo not given)

Next part (five carried over from the part before).
Htt clearance	Htt clearance grain fraction	SMILES
-17	54	CC(NS(=O)(=O)c1ccc(CCC(=O)N2CCN(C)CC2)cc1)c1ccccc1 (stereo not given)
33	13	O=C(CN1CCN(c2ccc(F)cc2)CC1)Nc1ccc(-n2cnnn2)cc1
-2	35	CSc1nncn1/N=C/c1cc(Cl)ccc1F
2	33	CCn1cc(S(=O)(=O)CC(=O)NC2CCCCC2)c2ccccc21
-44	56	Cc1ccnc(NC(=O)CCC(=O)N(CC(=O)NCC2CCCO2)Cc2ccc(F)cc2)c1 (stereo not given)
-39	51	COC(=O)c1c(-c2ccccc2)csc1NC(=O)c1ccco1
-57	29	COC(=O)c1ccc(O)c(Sc2cc(C(=O)OC)ccc2O)c1
-68	28	CCn1c(=O)n(CC)c2cc(S(=O)(=O)Nc3ccccc3C)c(C)cc21
20	16	CC(C)Cn1c(C(C)C)nc([N+](=O)[O-])c1Sc1ccc(Cl)cn1
26	29	O=C(CSc1ccc(-c2nc3ccccc3[nH]2)cn1)N1CCN(C(=O)c2ccco2)CC1
-66	55	COc1ccc(C(=O)Oc2c(CN3CCOCC3)cc(Cl)c3cccnc23)cc1OC
20	17	C=CCNC(=S)NNC(=O)c1cccn(Cc2ccc(Cl)cc2)c1=O
-164	43	CC(=O)Nc1ccc(S(=O)(=O)N2CCCc3ccccc32)cc1
-4	39	CCN(CC)CCOC(=O)c1c(C)oc2ccc(OC)cc12
8	36	CC(=O)c1ccc2c3c(cccc13)CC2
-25	50	O=C(CSc1nc2cccnc2n1Cc1ccccc1)N1CCCC1
31	25	CCOC(=O)c1ccc(N2CN=C3SCC(=O)N3C2)cc1
37	22	O=C1CSC(c2cccnc2)N1C1CCCCC1 (stereo not given)
-29	24	O=C(Nc1ccc(N2CCOCC2)c(Cl)c1)c1cccnc1Cl
2	33	COc1ccccc1-c1cc(C(=O)NC(C)C)no1
-56	32	Cc1cc(C(=O)O)c(S(C)(=O)=O)s1
-67	72	CCN(CC)c1ccc(NC(=O)c2cnn(CC)c2)cc1
-24	24	CC1=CCC(C(C)(C)NC(=O)c2ccccc2)C/C1=N\O (stereo not given)
16	32	O=S(=O)(NCCNS(=O)(=O)c1ccccc1)c1ccccc1
-18	21	S=C1NCCc2ccccc2C1c1ccccc1 (stereo not given)
24	14	CCC(CC)=N/N=C/c1c(O)n(CC)c2cc(C3=NNC(=O)CC3)ccc12
7	36	COc1ccccc1C(=O)N/C(=C\c1ccc(Br)cc1)C(=O)NCCO
16	20	O=c1oc(/C=C/c2ccccc2)nc2sc3c(c12)CCC3
-1	37	O=C1C2C3c4ccccc4C(c4ccccc43)C2C(=O)N1CN1CCOCC1 (stereo not given)
-44	31	OC(c1ccccc1)C1CN(Cc2ccccc2)CCC1(O)c1ccccc1 (stereo not given)

3 records picked at random from those above:
Htt clearance	Htt clearance grain fraction	SMILES
-17	54	CC(NS(=O)(=O)c1ccc(CCC(=O)N2CCN(C)CC2)cc1)c1ccccc1 (stereo not given)
-25	50	O=C(CSc1nc2cccnc2n1Cc1ccccc1)N1CCCC1
-43	55	Cc1ccc(Oc2nc(-c3ccccc3)ncc2S(C)(=O)=O)cc1

Compound profiles (already shown). Order of screens: Htt clearance, Htt clearance grain fraction
CC1=CCC(C(C)(C)NC(=O)c2ccccc2)C/C1=N\O (stereo not given) is listed with -24, 24
COC(=O)c1ccc(O)c(Sc2cc(C(=O)OC)ccc2O)c1 is listed with -57, 29
CCC(CC)=N/N=C/c1c(O)n(CC)c2cc(C3=NNC(=O)CC3)ccc12 is listed with 24, 14

The list goes on:
Htt clearance	Htt clearance grain fraction	SMILES
-66	34	CN(CC(=O)NCCc1ccccc1)S(=O)(=O)c1ccc(Br)cc1
58	8.1	N#Cc1cc2c(nc1SCc1cccnc1)CCCCC2
-14	48	C=CCOC(=O)C1=C(C)NC(SCC(=O)Nc2nccs2)=C(C#N)C1c1cccs1 (stereo not given)
2	32	Cc1nc(N2CCCCC2)c2sc(=S)n(C)c2n1
42	11	CN(C)CCCNc1cn[nH]c(=O)c1Cl
?	.	O=C(N/N=C/c1ccco1)c1cc(-c2ccccc2)n[nH]1
-37	25	COc1ccc(C(C)=O)cc1CN1CCCCC1
14	24	COc1ccc(OCC(=O)N2CCN(C(=O)c3cccc(F)c3)CC2)cc1
-9	47	O=C(COc1ccc(Cl)cc1)Nc1ccccc1N1CCOCC1
34	24	O=C(Cc1ccc(F)cc1)N(c1ccc(F)cc1)C1C=CS(=O)(=O)C1 (stereo not given)
45	19	N#Cc1c(N)nc2c(c1-c1cccc(O)c1)CCCCCC2
14	16	Cc1ccc2nc(SCC(=O)NCC3CCCO3)c(C#N)cc2c1 (stereo not given)
-34	24	COC(=O)c1cc(OC)c(OC)cc1NC(=O)CN1CCCCC1
-47	29	CCOC(=O)C(=O)Nc1ccccc1C(=O)Nc1ccc(OC)cc1
-9	20	Cc1c(N=C/C=C2\N(C)c3ccccc3C2(C)C)c(=O)n(-c2ccccc2)n1C
0	21	CCOC(=O)c1cc(-c2ccccc2)sc1NC(=O)C(C)Sc1nnnn1C (stereo not given)
8	18	N#CC1=C(SCc2ccccc2)NC(=O)C(C#N)C12CCCC2 (stereo not given)
28	29	CN1CCN(C2CC(=O)N(Cc3ccc(N4CCCC4=O)cc3)C2=O)CC1 (stereo not given)
19	31	CC(C)(C)c1[nH]nc2c1C(c1cccnc1)C(C#N)=C(N)O2 (stereo not given)
36	25	COc1ccc(N2CCN(c3oc(-c4ccco4)nc3C#N)CC2)cc1
-32	26	Cc1nn(-c2ccc(F)cc2)c2sc(C(=O)O)cc12
?	.	O=C(CN1CCCCC1)Nc1cccc(Br)c1
29	15	CC(C)(C(N)=O)N1CCN(c2ncc(C(F)(F)F)cc2Cl)CC1
-2	21	COCCn1c(SCC(=O)NCc2cccs2)nnc1-c1ccc(OC)cc1
-9	20	NS(=O)(=O)c1ccc(NC(=O)CN2CCCCC2)cc1
-118	80	N=c1c2c(-c3ccccc3)c(-c3ccccc3)n(Cc3ccccc3)c2ncn1CCCn1ccnc1
-17	39	C/C(=N\N=C(/N)SC1CC(=O)N(c2cccc(Cl)c2)C1=O)c1cccs1 (stereo not given)
-53	47	CSc1nc(Oc2ccc(F)cc2F)cc(C(F)(F)F)n1
